IDE inh: inhibitors of human insulin-degrading enzyme in cells | inhibition, % at 5.59 µM | HEK cells, FAbetaB cleavage, fluorescence polarization | AID 434962 | 320,000 tested, 0.41% active;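 active = percent inhibition above the average of all tested compounds plus 3 SD, set per screening campaign, cut at about 16% in these data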;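 also: IDE supplied by intact live HEK cells; FP after avidin binding of uncleaved biotin substrate so inhibition keeps polarization high; 0% = DMSO wells and 100% = 60 µM reference IDE inhibitor Ii1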
VIM-2 inhibitor: inhibitors of Pseudomonas aeruginosa VIM-2 metallo-beta-lactamase | purified VIM-2, nitrocefin hydrolysis, epi-absorbance fluorescence | inhibition, % at 5.6 µM | 290,000 tested, 0.89% active | AID 1527;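 active = inhibition above the mean of all tested compounds plus 3 SD, cutoff set per screening run, cut at about 7.5% in these data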;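 also: red hydrolysis product quenches plate fluorescence so inhibitors raise well fluorescence; 0% = enzyme with DMSO and 100% = DMSO without enzyme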
IDE cell activ: IDE (human) activation, cell-based; P14735; HEK cells, FAbeta-B cleavage, fluorescence polarization; 0% vehicle, 100% cell-free pure enzyme wells; activation, % at 5.96 µM; 340,000 tested, 0.073% active; AID 493087;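 active = activation above the mean of all tested compounds plus 3 SD, set per screening campaign, cut at about 17% in these data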
M18AAP inhibitor: PfM18AAP enzyme inhibition. recombinant PfM18AAP, H-Glu-NHMec fluorogenic cleavage. inhibition, % at 7.35 µM. 290,000 tested, 1.2% active. AID 1822;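 active = inhibition above the campaign mean inhibition over all tested compounds plus 3 SD, cut at about 28% in these data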;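 also: 0% = plate median of test compound wells and 100% = 2 mM ZnCl2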
PHOSPHO1 inh: PHOSPHO1 (human) inhibition. Q8TCT1. recombinant PHOSPHO1, absorbance phosphatase assay. 290,000 tested, 1.1% active. inhibition, % at 13.3 µM; in the data active = inhibition above about 60%
Target sequence (Q8TCT1 whole entry, looked up): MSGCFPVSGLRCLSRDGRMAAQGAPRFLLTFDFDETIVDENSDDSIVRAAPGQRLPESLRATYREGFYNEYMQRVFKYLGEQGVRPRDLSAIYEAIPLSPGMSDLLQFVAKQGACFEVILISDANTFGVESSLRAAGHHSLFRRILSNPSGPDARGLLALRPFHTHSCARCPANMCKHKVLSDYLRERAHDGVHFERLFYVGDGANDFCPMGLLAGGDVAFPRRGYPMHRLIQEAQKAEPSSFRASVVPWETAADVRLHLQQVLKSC
IMP-1 inh: inhibitors of Pseudomonas aeruginosa IMP-1 metallo-beta-lactamase | purified IMP-1, nitrocefin hydrolysis, epi-absorbance fluorescence | AID 1556 | 290,000 tested, 0.45% active | inhibition, % at 5.6 µM;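 active = inhibition above the mean plus 3 SD of all compounds in the same screening run, cut at about 4.5% in these data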;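 also: 0% = IMP-1 with DMSO and 100% = DMSO wells lacking enzyme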
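System – purified recombinant IMP-1 beta-lactamase · Input – IMP-1 dispensed at 0.2 nM · Timing – 15 min preincubation plus 25 min reaction at 25 °C · Signal – Epi-absorbance fluorescence, 480 nm excitation, 530 nm emission · Measure – percent IMP-1 inhibition derived from blank-referenced optical density · Controls – Enzyme-plus-DMSO low control, enzyme-free DMSO high control · Replication – singlicate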
p-CIP stab down: lowers stability of the mouse p/CIP coactivator protein | Q05BA5 | F442A p/CIP-EGFP cells, EGFP fluorescence, 16 h | decrease of EGFP signal, % at 10 µM | 290,000 tested, 0.01% active | AID 1984;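 active = EGFP signal decrease of at least 30% at 10 µM or well 3 SD below plate mean, unless failing retest; inactive = the rest, including hits failing retest or dose response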; also: some compounds called inactive have numbers as strong as hits; many of its hits are not listed in these tables
NALP1 inh: blocks the NALP1 inflammasome reconstituted in yeast. S. cerevisiae NALP1/ASC/caspase-1 growth, X-gal OD620, 72 h. inhibition, % at 10 µM. 280,000 tested, 0.61% active; in the data active = inhibition mostly above about 24%, no sharp cut-off; inactive = mostly below about 32%; also: some compounds called inactive have numbers as strong as hits
GPR7 antagonist: blocks human GPR7 receptor signaling | P48145 | GPR7-expressing cells, fluorescence antagonist assay | inhibition, % at 4.4 µM | 290,000 tested, 1.1% active; in the data active = inhibition above about 16%, passing the limit was not always enough;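 also: cells stimulated with the agonist NPW; 0% = agonist with vehicle and 100% = vehicle without agonist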
Target sequence (P48145 whole entry, looked up): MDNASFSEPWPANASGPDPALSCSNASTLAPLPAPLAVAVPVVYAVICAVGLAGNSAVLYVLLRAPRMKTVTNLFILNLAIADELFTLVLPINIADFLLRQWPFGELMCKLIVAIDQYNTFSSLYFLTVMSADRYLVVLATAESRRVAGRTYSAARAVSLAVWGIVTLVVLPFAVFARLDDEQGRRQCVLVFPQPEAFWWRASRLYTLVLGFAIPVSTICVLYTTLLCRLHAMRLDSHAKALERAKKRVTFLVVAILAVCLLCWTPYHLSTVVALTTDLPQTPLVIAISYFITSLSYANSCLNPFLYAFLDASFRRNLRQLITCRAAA
An asterisk follows results filed as active; x = not tested or not shown.

#1 Cc1cccc(-n2c(-c3ccco3)nc3nc4ccccc4nc32)c1
#2 COc1ccc(/C=C/C(=O)Nc2cccc(N3CCOCC3)c2)cc1OC
#3 COc1ccc2c(c1)-c1nc(/N=C/c3cccc(OC)c3O)sc1CC2
#4 CCNC(=O)c1ccc(NS(=O)(=O)c2ccc3[nH]c(=O)[nH]c3c2)cc1
#5 Cc1cccc(N2CCN(C(=O)c3cc(COc4ccc(F)c(F)c4)on3)CC2)n1
#6 CCC(C)N1C(=O)CCC1C(=O)NCc1ccc2c(c1)OCO2 (stereo not drawn)
#7 NC(=O)c1nsc(C(=O)N(c2ccccc2F)C(C(=O)NCc2ccc(F)cc2)c2ccc(O)cc2)c1N (stereo not drawn)
#8 Cc1ccc(C)c(N2CCN(CC3CCCCC3)CC2)c1
screen / no.,1,2,3,4,5,6,7,8
IDE inh,-1,3,0,4,0,1,-1,1
VIM-2 inhibitor,-0.4,-0.9,0.3,-3.2,-2.6,0.0,-2.4,-1.7
IDE cell activ,x,3,-1,1,-1,8,-5,2
M18AAP inhibitor,-1,19,12,5,2,-11,-3,-2
PHOSPHO1 inh,-4,-11,-10,4,44,9,43,25
IMP-1 inh,-1.6,-1.2,-0.4,-2.6,-3.5,-2.5,-0.8,-2.9
p-CIP stab down,0,24,10,-4,1,-14,-4,-7
NALP1 inh,32,25,4,3,-11,-2,16,16
GPR7 antagonist,-15,-2,6,-8,0,-13,-10,-12

Down the list, quoted from above.
Nos. 1–8 in IDE inh read -1, 3, 0, 4, 0, 1, -1, 1
Nos. 1–8 in IMP-1 inh read -1.6, -1.2, -0.4, -2.6, -3.5, -2.5, -0.8, -2.9
Nos. 1–8 in M18AAP inhibitor read -1, 19, 12, 5, 2, -11, -3, -2

(next part)
#9 Cc1cc(C)n(CCCNC(=O)Cn2nnnc2CN2C[C@@H](C)O[C@@H](C)C2)n1
#10 COc1cccc(C2C(C(=O)c3ccc(C)o3)=C(O)C(=O)N2CCN2CCOCC2)c1 (stereo not drawn)
#11 NC(=O)c1nn(-c2ccccc2)nc1NC(=O)CN1CCCCC1
#12 CC1Cc2ccccc2N1C(=O)c1ccc2c(c1)OCO2 (stereo not drawn)
#13 CC1CN(CC(O)COc2ccccc2C(C)(C)C)CC(C)O1 (stereo not drawn)
#14 N#C/C(Cn1c[n+](NC(=O)Nc2ccccc2)cn1)=N/O
#15 O=C(NNS(=O)(=O)c1ccccc1C(F)(F)F)c1cccc(S(=O)(=O)Nc2ccccc2Cl)c1
#16 O=C(CN1CCN(c2ccc(O)cc2)CC1)NC1CCCc2ccccc21 (stereo not drawn)
screen / no.,9,10,11,12,13,14,15,16
IDE inh,1,-5,1,-5,-1,-3,2,3
VIM-2 inhibitor,-1.5,1.5,-4.7,-1.1,-3.9,-2.8,-2.6,-0.1
IDE cell activ,2,-6,2,4,4,1,4,x
M18AAP inhibitor,1,7,2,1,0,47*,3,18
PHOSPHO1 inh,-56,30,14,-1,0,4,-2,1
IMP-1 inh,-3.3,-0.8,-2.4,-1.9,-3.2,-1.9,-1.6,0.8
p-CIP stab down,3,-14,-14,-8,3,1,-2,-5
NALP1 inh,1,16,-14,15,-6,8,28,28
GPR7 antagonist,-8,-1,1,-7,-6,3,-17,-2

#17 COc1ccc(NC(=O)c2cn(C)c(=O)c3cc(OC)c(OC)cc23)cc1OC
#18 O=C(NCCCn1ccnc1)c1nc(Cn2ccc([N+](=O)[O-])n2)no1
#19 N/C(COc1ncn(-c2ccccc2)n1)=N\S(=O)(=O)c1ccccc1
#20 COc1ccc(OC)c(NC(=O)c2ccc(NS(C)(=O)=O)cc2)c1
#21 CCN1c2ccccc2NC2N=C(OC)C(c3ccccc3)C21 (stereo not drawn)
#22 Cn1c(CNC(=O)OC(C)(C)C)nnc1SCC(=O)N1CCOCC1
#23 O=[N+]([O-])c1cccc(S(=O)(=O)c2ccc(N3CCCCC3)c([N+](=O)[O-])c2)c1
#24 COc1ccc(-c2csc(NC(=S)NC(=O)/C=C/c3ccc(C(C)C)cc3)n2)cc1OC
screen / no.,17,18,19,20,21,22,23,24
IDE inh,0,5,4,1,-1,0,2,1
VIM-2 inhibitor,-1.4,-1.7,-2.6,-5.6,-1.8,-1.7,-1.4,-2.8
IDE cell activ,-1,5,5,4,3,9,1,7
M18AAP inhibitor,-13,-7,1,0,5,2,3,7
PHOSPHO1 inh,16,-1,3,0,-21,33,1,33
IMP-1 inh,-2.7,-2.2,-2.5,-3.5,-3.8,-1.4,-0.9,-4.2
p-CIP stab down,-6,1,-6,-1,-23,-6,3,-2
NALP1 inh,10,-7,-18,-5,23,x,28,17
GPR7 antagonist,4,5,2,0,-5,-8,-13,-6

#25 CCC(C)NC(=O)c1ccc(N2CCC3(CC2)OCCO3)c([N+](=O)[O-])c1 (stereo not drawn)
#26 Cn1c(SCC(=O)Nc2sccc2C(N)=O)nnc1-c1ccncc1
#27 CCOc1ccc(C(=O)NCCn2cc(SCC(=O)Nc3cc(C)on3)c3ccccc32)cc1
#28 CC1CN(C(=O)COC(=O)c2ccc(Cl)nc2)CC(C)O1 (stereo not drawn)
#29 COc1ccccc1C1(O)C(=O)Nc2ccc(C)cc21 (stereo not drawn)
#30 CC1(C)CC(CCNC(=O)CCl)(c2ccccc2)CCO1 (stereo not drawn)
#31 COc1ccc(/C=N/NC(=O)c2cccnc2)cc1O
#32 COc1cc2c(cc1OC)CN(c1ccc3ccccc3n1)CC2
screen / no.,25,26,27,28,29,30,31,32
IDE inh,5,0,1,6,6,1,5,1
VIM-2 inhibitor,-3.1,-0.7,-2.0,-1.7,0.4,-1.8,-2.7,1.7
IDE cell activ,7,0,-1,5,3,1,3,0
M18AAP inhibitor,-4,2,4,-6,-2,1,2,19
PHOSPHO1 inh,-15,-5,57,8,20,37,39,15
IMP-1 inh,-2.3,-2.1,-0.2,-2.6,-2.0,-2.3,-5.8,1.6
p-CIP stab down,-13,-6,-2,19,-11,-10,-1,-12
NALP1 inh,14,8,9,14,5,-1,9,31
GPR7 antagonist,4,-10,1,-13,-8,-8,-12,29

Of the compounds above, these have fluorine:
#5 Cc1cccc(N2CCN(C(=O)c3cc(COc4ccc(F)c(F)c4)on3)CC2)n1
#7 NC(=O)c1nsc(C(=O)N(c2ccccc2F)C(C(=O)NCc2ccc(F)cc2)c2ccc(O)cc2)c1N (stereo not drawn)
#15 O=C(NNS(=O)(=O)c1ccccc1C(F)(F)F)c1cccc(S(=O)(=O)Nc2ccccc2Cl)c1
screen / no.,5,7,15
IDE inh,0,-1,2
VIM-2 inhibitor,-2.6,-2.4,-2.6
IDE cell activ,-1,-5,4
M18AAP inhibitor,2,-3,3
PHOSPHO1 inh,44,43,-2
IMP-1 inh,-3.5,-0.8,-1.6
p-CIP stab down,1,-4,-2
NALP1 inh,-11,16,28
GPR7 antagonist,0,-10,-17

Later entries:
#33 Cn1c(SCC(=O)N2c3ccccc3CCc3ccccc32)nnc1-c1cc2ccccc2cc1O
#34 CCOC(=O)CSc1nc(NC#N)nc(N(CC)CC)n1
#35 CCOC(=O)c1c(C)nn(-c2ncccc2NC(=O)NC(C)C)c1C
#36 O=C(c1ccco1)C(O)c1ccco1 (stereo not drawn)
#37 C[C@@H]1CC=C[C@H]2[C@H]1C(=O)N(Cc1ccccc1)[C@H]2c1ccc(-c2cc3ccccc3s2)cc1F
#38 CC1C=CCC2C(=O)N(c3ccccc3OC(=O)c3ccco3)C(=O)C12 (stereo not drawn)
#39 Cc1cccc(NC(=O)c2cccc(Cn3cc(Br)c([N+](=O)[O-])n3)c2)c1C
#40 C=CCn1c(COc2cccc3ccc(C)nc23)nnc1SCC(N)=O
screen / no.,33,34,35,36,37,38,39,40
IDE inh,3,3,4,7,-1,-1,3,1
VIM-2 inhibitor,-4.0,-2.1,-1.8,-1.7,x,-2.0,-1.5,4.1
IDE cell activ,-2,-5,4,2,-2,-2,-3,2
M18AAP inhibitor,15,5,-3,7,x,0,-12,-6
PHOSPHO1 inh,-6,-14,25,10,40,-10,23,-1
IMP-1 inh,-3.6,-3.3,-2.4,-2.9,x,-2.9,-3.3,-1.6
p-CIP stab down,-3,-10,-3,-12,-5,-20,-10,5
NALP1 inh,9,-96,1,-3,-29,-12,15,25
GPR7 antagonist,-15,-9,-1,-10,x,0,5,7

#41 O=C(CCCc1c[nH]c2ccccc12)NCC1COc2ccccc2O1 (stereo not drawn)
#42 Cn1cccc1CC(=O)N/N=C/c1ccco1
#43 CCOC(=O)c1sc(SCC(=O)Nc2ccc(N(C)C)cc2)nc1N
#44 COc1ccc(C2=NN(C(=O)CSc3ncccn3)C(c3cccc(OC)c3OC)C2)cc1 (stereo not drawn)
#45 COc1ccc(C(=O)Oc2cc(N)n(S(=O)(=O)c3ccccc3)n2)cc1
#46 O=C(Cn1cnc2c(oc3ccccc32)c1=O)N1CCCc2ccccc21
#47 CCS(=O)(=O)Nc1cccc(C2=NN(S(=O)(=O)c3ccc(C)cc3)C(c3ccco3)C2)c1 (stereo not drawn)
#48 CCOC(=O)C1(C)/C(=N/Nc2ccccc2Cl)C(=O)C(=O)N1c1ccccc1 (stereo not drawn)
#49 Cc1cc(C)nc(NS(=O)(=O)c2ccc(NC(=O)c3ccc4c(c3)OCCO4)cc2)n1
#50 O=C(CCCCCn1c(=S)[nH]c2ccc(N3CCOCC3)cc2c1=O)NC1CCN(Cc2ccccc2)CC1
#51 COc1ccc(SC[C@H](CC(C)C)N2CCN(C)CCC2=O)cc1
screen / no.,41,42,43,44,45,46,47,48,49,50,51
IDE inh,0,1,5,6,4,-1,5,1,-1,0,2
VIM-2 inhibitor,0.4,1.2,-4.6,-2.8,-0.5,-5.6,-1.9,3.0,0.3,0.6,x
IDE cell activ,3,x,5,2,-3,-3,-4,1,0,1,1
M18AAP inhibitor,-12,0,2,-1,-13,2,-3,2,1,5,x
PHOSPHO1 inh,-28,4,57,12,-5,-4,-24,92*,18,-17,35
IMP-1 inh,-1.2,0.6,-2.0,-1.2,-1.3,-4.1,-4.6,-2.8,-0.9,-0.6,x
p-CIP stab down,8,-2,-14,-10,-11,2,-13,-12,0,20,-8
NALP1 inh,7,29,7,8,-9,-9,3,-2,7,-14,4
GPR7 antagonist,4,-11,10,7,5,2,-7,-7,-3,3,x

Source: PubChem BioAssay
